# NPY2 pot ag – NPY-Y2 potentiators or agonists, primary screen, cell-based. cells expressing NPY-Y2, potentiator/agonist read-out. activation, % at 3.6 µM. hit rate 0.45% among 220,000. AID 1359, 2008; in the data active means activation above about 27%;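 further: cells stimulated with NPY near EC25 plus isoproterenol at EC100; 0% = vehicle plus submaximal agonist and 100% = vehicle plus saturating agonist; some results beyond the cut were filed as inactive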
# Target sequence (P49146 whole entry, looked up): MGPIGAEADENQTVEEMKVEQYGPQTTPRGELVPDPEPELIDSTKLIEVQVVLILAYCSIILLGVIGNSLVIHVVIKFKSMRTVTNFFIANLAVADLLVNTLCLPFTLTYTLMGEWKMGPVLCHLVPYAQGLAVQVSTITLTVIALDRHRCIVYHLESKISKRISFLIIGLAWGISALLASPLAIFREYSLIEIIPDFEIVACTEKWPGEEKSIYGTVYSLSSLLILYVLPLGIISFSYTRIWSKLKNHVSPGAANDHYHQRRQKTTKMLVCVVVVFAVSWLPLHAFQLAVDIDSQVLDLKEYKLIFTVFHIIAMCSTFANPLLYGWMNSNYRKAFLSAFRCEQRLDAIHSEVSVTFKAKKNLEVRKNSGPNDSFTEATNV
# Runt-CBFb FRET – inhibitors of RUNX1 Runt–CBFb binding, primary screen, biochemical, FRET, Cerulean-Runt, Venus-CBFb, uHTS; hit rate 0.46% among 220,000; Cerulean-Runt/Venus-CBFb FRET ratio 530/480, 1 h; inhibition, % at 20 µM;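 active means inhibition over about 50% at 20 µM in the single-dose screen, limit read from the data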;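 further: 0% = DMSO wells and 100% = excess unlabeled CBFb competitor control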
#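 Doses: 20 µM compound in 1% DMSO | Material: Cerulean-labeled Runt domain protein | Amount: Each fluorescent fusion protein 100 nM | Schedule: Two 1 h room-temperature incubations shielded from light | Measured by: FRET fluorescence | Evaluation: Loss of energy transfer signal | Controls: Unlabeled CBFb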
# NPY1 pot ag – NPY-Y1 receptor potentiators or agonists, primary screen, cell-based. NPY-Y1 expressing cells, potentiator/agonist activation. activation, % at 3.6 µM. hit rate 0.37% among 220,000. AID 1304, 2008; in the data active means activation above about 33%, passing the limit was not always enough;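 further: cells stimulated with NPY at EC10 then isoproterenol at EC100; 0% = low agonist plus stimulus and 100% = saturating agonist plus stimulus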
# Target sequence (P25929 whole entry, looked up): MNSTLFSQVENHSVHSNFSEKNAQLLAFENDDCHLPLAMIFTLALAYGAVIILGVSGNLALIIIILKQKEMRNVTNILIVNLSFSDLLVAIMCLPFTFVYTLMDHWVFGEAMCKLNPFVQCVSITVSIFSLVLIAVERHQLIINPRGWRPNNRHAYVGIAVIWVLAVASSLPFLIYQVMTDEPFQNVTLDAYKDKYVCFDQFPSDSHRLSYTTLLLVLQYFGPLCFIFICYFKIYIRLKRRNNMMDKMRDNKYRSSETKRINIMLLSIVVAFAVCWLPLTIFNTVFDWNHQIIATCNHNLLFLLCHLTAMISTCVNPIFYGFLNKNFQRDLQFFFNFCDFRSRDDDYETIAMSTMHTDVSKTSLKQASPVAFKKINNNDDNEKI
# RBBP9 inh – human RBBP9 inhibitors, primary screen, biochemical, fluorescence polarization, FP-Rh probe, HTS. hit rate 0.2% among 220,000. Serine hydrolase RBBP9 (Homo sapiens), O75884. AID 1515, 2009. recombinant RBBP9. inhibition, % at 7.94 µM;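 active means inhibition above the campaign mean of all tested compounds plus 3 SD, cut at about 14% in these data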;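 further: plate controls were DMSO wells with RBBP9 for no effect and wells lacking RBBP9 protein for full effect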
# Target sequence (O75884 whole entry, looked up): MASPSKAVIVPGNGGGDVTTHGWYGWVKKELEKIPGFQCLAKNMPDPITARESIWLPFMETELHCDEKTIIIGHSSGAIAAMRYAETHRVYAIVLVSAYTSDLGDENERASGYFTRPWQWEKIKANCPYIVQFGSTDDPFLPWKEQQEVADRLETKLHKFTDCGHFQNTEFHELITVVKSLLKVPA
#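 System: RBBP9 protein / Buffer or medium: Tris/NaCl buffer pH 8.0 with 0.1% Pluronic / Probe or stimulus: Serine-hydrolase probe FP-Rh, 375 nM pre-mixing / Dosing: 7.94 µM single dose, 0.794% DMSO / Times: enzyme-compound preincubation 30 min, then probe labeling 45 min, 25 °C / Technique: fluorescence polarization (mP), excitation 525 nm, emission 598 nm / Replication: singlicate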
# Mdm2 ligase inh – MDM2-luciferase reporter signal enhancers, primary screen, MDM2 E3 ligase inhibitor project, cell-based, luminescence, 1536-well; hit rate 0.11% among 210,000; E3 ubiquitin-protein ligase Mdm2 (Homo sapiens), Q00987; signal enhancement, % at 5 µM; AID 1230, 2008; cell-based MDM2 ubiquitination luciferase reporter, 2 h; 0 = plate control, 100 = twice control, blank-subtracted;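 active means signal enhancement of 30% or more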;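 further: luminescence tracks abundance of the self-degrading MDM2-luciferase fusion protein; higher signal means inhibition of MDM2 E3 ligase activity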
#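 Timing – 2 h compound exposure at 37 °C · Assay system – mammalian cells stably expressing self-ubiquitinating, self-degrading MDM2 E3–luciferase fusion · Amount – 2000 cells seeded into each well · Measure – % luminescence enhancement versus blank-corrected plate control mean · Measured by – SteadyLite luminescence, 15 min reagent step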
# p97 inhibitor – inhibitors of human p97 ATPase, primary screen, biochemical. Transitional endoplasmic reticulum ATPase (Homo sapiens), P55072. inhibition, % at 8 µM. hit rate 0.42% among 220,000. recombinant p97 ATPase, Kinase-Glo ATP luminescence, 3 h. AID 1481, 2009; in the data active means inhibition above about 15%;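 further: 0% = DMSO vehicle and 100% = wells lacking enzyme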
# Runt-SMMHC FRET – inhibitors of RUNX1 Runt–CBFb-SMMHC binding, primary screen, biochemical, FRET, Cerulean-Runt, Venus-CBFb-SMMHC, uHTS; Runt-related transcription factor 1 (Homo sapiens) + Core-binding factor subunit beta …; Cerulean-Runt/Venus-CBFb-SMMHC FRET ratio 530/480, 1 h; inhibition, % at 20 µM; hit rate 0.74% among 220,000;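 active means mean inhibition across duplicate retests at 20 µM reaching about 50%, limit read from the data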;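 further: 0% = DMSO wells and 100% = wells with excess untagged CBFb-SMMHC; inhibitors lower the FRET ratio by blocking Runt binding to CBFb-SMMHC; some results filed as inactive read as strong as hits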
# Hck-Nef inh – inhibitors of Nef-activated human Hck kinase, primary screen, biochemical, Z-Lyte FRET, 384-well, Hck-YEEI | Recombinant Hck-YEEI plus Nef, Z-Lyte FRET kinase assay | Tyrosine-protein kinase HCK (Homo sapiens), P08631 | hit rate 0.68% among 220,000 | inhibition, % at 20 µM;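 active means Hck-Nef kinase inhibition above about 50%, limit read from the data; inactive means inhibition below that limit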;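 further: 0% = DMSO with Hck plus Nef and 100% = Hck alone without Nef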
# NPY-Y1 antag – NPY-Y1 receptor antagonists, primary screen, cell-based. Neuropeptide Y receptor type 1 (Homo sapiens), P25929. HEK293-CNG Y1 cells, membrane potential fluorescence; NPY at EC95, then isoproterenol. inhibition, % at 3.6 µM. hit rate 1% among 200,000;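 active means inhibition above the campaign mean inhibition of all tested compounds plus 3 SD, cut at about 20% in these data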;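 further: 0% = DMSO wells given NPY plus isoproterenol and 100% = isoproterenol alone without NPY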
#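 Material: HEK293 cells co-expressing NPY Y1 receptor and cyclic-nucleotide gated channel. Timing: compound incubation 1 h at room temperature, readout 45 min post-stimulation. Signal: fluorescence, membrane potential probe.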
# * = called active by the depositor; · = not tested or not shown.
SMILES,NPY2 pot ag,Runt-CBFb FRET,NPY1 pot ag,RBBP9 inh,Mdm2 ligase inh,p97 inhibitor,Runt-SMMHC FRET,Hck-Nef inh,NPY-Y1 antag
CN(C)S(=O)(=O)c1cccc(NC(=O)COC(=O)c2cc(=O)c3ccccc3o2)c1,-8,0,8,0,-2,6,-2,-4,·
CS(=O)(=O)N(CC(=O)N1CCC(C(N)=O)CC1)c1cc(C(F)(F)F)ccc1Cl,-5,1,-9,-12,-1,-1,2,20,2
Cc1cc(C)n(C(=O)CNC(=O)C(c2ccccc2)c2ccccc2)n1,-9,-4,-7,0,-6,-1,0,3,3
Cc1cc([N+](=O)[O-])nn1CC(=O)N1CCc2ccccc2C1,9,3,5,1,-12,5,0,-1,-2
O=C(COC(=O)CNC(=O)C12CC3CC(CC(C3)C1)C2)Nc1ccccc1,-4,0,-5,5,-14,-6,-1,1,8
N#CC1=C(N)Oc2[nH]c(=S)[nH]c(=O)c2C12C(=O)Nc1ccccc12 (configuration not stated),9,2,11,0,6,21*,25,27,0
COC(=O)CSC(C)C(=O)Nc1nnc(C(C)C)s1 (configuration not stated),0,0,8,-8,-5,2,0,21,2
O=C1CC(N2CCN(c3cccc(C(F)(F)F)c3)CC2)C(=O)N1c1ccccc1F (configuration not stated),-5,-4,15,-8,-9,0,-5,0,5
CCOC(=O)C1CCN(c2c(Nc3ccc(C)c(C)c3)c(=O)c2=O)CC1,9,1,26,6,·,5,-5,18,·
CCCCOCCCNC(=O)COc1ccccc1,-27,0,-17,-11,-13,-5,0,0,7
CCCCCCn1c(CN2CCCCC2)nc2c1c(=O)n(C)c(=O)n2C,-4,·,-22,1,·,-1,·,6,11
C=CCSC1=C(C#N)C(c2ccc(C(C)C)cc2)CC(=O)N1 (configuration not stated),0,2,-8,1,-4,-6,1,2,2
O=C(O)C1Cc2ccccc2CN1S(=O)(=O)c1ccc(Cl)cc1 (configuration not stated),-10,0,-2,7,-12,1,-1,19,1
CCOc1cc2[nH]c(=O)n(CCCCC(=O)NC3CCCCCC3)c(=O)c2cc1OCC,-26,-4,-12,-14,-5,-1,0,0,-6
Cc1cc(Cl)ccc1OCC(=O)Nc1ccccc1CO,-15,-1,-39,-8,0,-1,-3,1,11
CCOc1c2ccc(C(=O)NCc3ccc(OC(F)(F)F)cc3)cc2nn1C,-13,-7,-19,-6,-18,1,-7,3,7
CCn1c(CSc2n[nH]c(N)n2)nc2cc(C(=O)O)ccc21,-8,0,4,14,-21,1,-5,-1,-2
CCOC(=O)c1nn(-c2ccc(C)cc2)cc1C(=O)c1ccccc1,-12,1,-7,-7,2,-5,-1,2,0
COC(=O)c1ccc(COc2ccc(/C=N/Nc3nc(C)cc(=O)[nH]3)cc2)cc1,-15,-2,5,-7,-4,6,-1,32,·
COC(=O)c1[nH]c(C)c(/C(O)=C2\C(=O)C(=O)N(CCN(C)C)C2c2cc(OC)ccc2OC)c1C (configuration not stated),3,-3,-6,-7,-8,2,0,1,-1
CC(C)C(OC(=O)C1=Cc2ccccc2OC1)C(=O)NC1CCCC1 (configuration not stated),3,-1,-4,-5,-4,1,-2,3,-5
COc1cc2[nH]c3c(N4CCN(c5ccc(Cl)cc5)CC4)ncnc3c2cc1OC,4,-1,6,-6,-2,1,-67,1,-1
CCOc1ccc(NS(=O)(=O)c2ccc(N)cc2)cc1,7,2,22,-3,-5,8,1,-9,-3
COCc1cc(C)nc2sc3c(=O)n(-c4cccc5ccccc45)nnc3c12,-7,-6,0,-4,-10,-1,-1,1,1
O=C(O)CC12CC3CC(C1)CC(n1ncc(NCc4ccc(F)cc4)c(Cl)c1=O)(C3)C2,0,-1,-20,-12,-10,-10,0,-25,·
CC1CCCC(C)N1C(=O)CSc1nnnn1Cc1ccccc1 (configuration not stated),10,-1,4,-7,-5,0,3,2,2
Fc1cc(Br)ccc1NC(=S)NCCc1ccccc1,-6,1,7,-3,-17,2,-3,-1,-4
CCOc1ccc(/C(O)=C2/C(=O)C(=O)N(CC3CCCO3)C2c2cccs2)cc1 (configuration not stated),7,1,-1,-4,8,3,1,4,-4
O=C(NCC1CCCO1)c1ccc(N2CCCCC2)nc1 (configuration not stated),-3,2,-12,4,11,-4,0,-1,-4
O=C(NCCNC(=O)c1cc(OCC(F)(F)F)ccc1OCC(F)(F)F)Nc1ccccc1,6,-3,28,0,-15,1,-2,-1,2
CC(=O)c1ccc2c(ccc3ccccc32)c1,-20,-3,-16,-18,-18,-4,-4,-20,3
Nc1c2c(nc3ccc(Br)cc13)N(c1ccccc1)CC2,0,26,6,4,-3,5,-12,3,6
CCOc1nc(C)ccc1-c1noc(-c2ccccc2OC)n1,8,-2,-17,-7,-14,-1,-5,-24,11
Cc1ccc(S(=O)(=O)N(CC(=O)N/N=C/c2cccc(C)c2)c2cccc3cccnc23)cc1,5,0,-18,6,18,4,0,5,0
CCc1ccc(CNC(=O)C(=O)NCC2CCCO2)cc1 (configuration not stated),-8,0,1,0,-5,-7,1,21,0
O=C(COc1ccccc1)N1CCNC1=O,5,-1,-6,-7,-18,4,-1,1,-8
COc1ccc(Cc2nnc(NC(=O)CSc3ccc(C)cc3)s2)cc1,-7,-4,-13,1,3,-1,1,3,9
COc1ccccc1CN(Cc1nc2ccccc2c(=O)[nH]1)S(=O)(=O)c1ccc2ccccc2c1,-33,0,-41,-12,4,-7,-2,110*,15
COc1cc(/C=C2/SC(=O)N(Cc3ccccc3)C2=O)ccc1OCc1ccncc1,7,-2,5,-5,-11,5,-12,5,1
O=c1c(-c2ccc(Br)cc2)[n+]([O-])c2ccccc2n1OCc1ccccn1,-11,-5,6,-4,-4,-3,-6,-25,2
CCCC1=NCCn2cccc21,22,·,12,-7,0,2,3,2,6
CC1=CC(C)(C)N(C(=O)C(C)N2C(=O)c3ccccc3C2=O)c2ccc(C)cc21 (configuration not stated),-10,0,-18,6,-13,-6,-4,0,15
CCCCOCCCn1cnc2c([nH]c3cc(OC)ccc32)c1=O,-20,-2,-12,-6,-9,-3,2,1,2
N#Cc1cc([N+](=O)[O-])ccc1NC(=O)COC(=O)CCC1CCCCC1,3,-2,9,-1,6,3,-5,15,5
CCN1C(=O)C2C(C1=O)N1C(c3ccccc3)C3C(=O)N(CC)C(=O)C3N1C2c1ccccc1 (configuration not stated),-2,4,-12,-13,-16,-4,-2,-21,-4
Cc1cc(C)n(-c2nc3ccccc3nc2NCCc2ccccc2)n1,0,4,-31,-11,-11,-7,9,6,20
CN=C(Nc1ccccc1)SC1CC(=O)N(c2ccc(C(=O)OC)cc2)C1=O (configuration not stated),9,-2,4,-4,-10,1,-3,-1,-9
S=C(NCCc1ccccc1)Nc1ccc(Br)cn1,-23,-2,-19,-6,-12,-7,10,-12,4
Cc1cc(=O)[nH]c2c1c(C)nn2C1CCCC1,-12,0,-16,-3,-15,1,-3,1,0
CCN(CC)S(=O)(=O)c1ccc(OC(C)C)c(NC(=O)c2c3c(nc4ccccc24)CCN(Cc2ccccc2)C3)c1,-26,-5,-59,-6,-31,5,-2,5,12
Cc1ccc(/C=N/n2c(-c3ccc(Cl)cc3)n[nH]c2=S)o1,2,12,14,12,1,5,12,17,·

# Single records, as listed above. Order of values: NPY2 pot ag, Runt-CBFb FRET, NPY1 pot ag, RBBP9 inh, Mdm2 ligase inh, p97 inhibitor, Runt-SMMHC FRET, Hck-Nef inh, NPY-Y1 antag
# Profile of `CCCC1=NCCn2cccc21` = 22, ·, 12, -7, 0, 2, 3, 2, 6
# Profile of `CCN(CC)S(=O)(=O)c1ccc(OC(C)C)c(NC(=O)c2c3c(nc4ccccc24)CCN(Cc2ccccc2)C3)c1` = -26, -5, -59, -6, -31, 5, -2, 5, 12

# 13 structures out of the list, sorted by count of non-hydrogen atoms, lowest first:
SMILES,NPY2 pot ag,Runt-CBFb FRET,NPY1 pot ag,RBBP9 inh,Mdm2 ligase inh,p97 inhibitor,Runt-SMMHC FRET,Hck-Nef inh,NPY-Y1 antag
CCCC1=NCCn2cccc21,22,·,12,-7,0,2,3,2,6
O=C(COc1ccccc1)N1CCNC1=O,5,-1,-6,-7,-18,4,-1,1,-8
Cc1cc(=O)[nH]c2c1c(C)nn2C1CCCC1,-12,0,-16,-3,-15,1,-3,1,0
S=C(NCCc1ccccc1)Nc1ccc(Br)cn1,-23,-2,-19,-6,-12,-7,10,-12,4
Cc1ccc(/C=N/n2c(-c3ccc(Cl)cc3)n[nH]c2=S)o1,2,12,14,12,1,5,12,17,·
Cc1cc(C)n(-c2nc3ccccc3nc2NCCc2ccccc2)n1,0,4,-31,-11,-11,-7,9,6,20
O=c1c(-c2ccc(Br)cc2)[n+]([O-])c2ccccc2n1OCc1ccccn1,-11,-5,6,-4,-4,-3,-6,-25,2
CN=C(Nc1ccccc1)SC1CC(=O)N(c2ccc(C(=O)OC)cc2)C1=O (configuration not stated),9,-2,4,-4,-10,1,-3,-1,-9
CC1=CC(C)(C)N(C(=O)C(C)N2C(=O)c3ccccc3C2=O)c2ccc(C)cc21 (configuration not stated),-10,0,-18,6,-13,-6,-4,0,15
COc1cc(/C=C2/SC(=O)N(Cc3ccccc3)C2=O)ccc1OCc1ccncc1,7,-2,5,-5,-11,5,-12,5,1
CCN1C(=O)C2C(C1=O)N1C(c3ccccc3)C3C(=O)N(CC)C(=O)C3N1C2c1ccccc1 (configuration not stated),-2,4,-12,-13,-16,-4,-2,-21,-4
COc1ccccc1CN(Cc1nc2ccccc2c(=O)[nH]1)S(=O)(=O)c1ccc2ccccc2c1,-33,0,-41,-12,4,-7,-2,110*,15
CCN(CC)S(=O)(=O)c1ccc(OC(C)C)c(NC(=O)c2c3c(nc4ccccc24)CCN(Cc2ccccc2)C3)c1,-26,-5,-59,-6,-31,5,-2,5,12
